Compound activity (PubChem)
IDE inh – inhibitors of human insulin-degrading enzyme in cells; P14735; HEK cells, FAbetaB cleavage, fluorescence polarization; inhibition, % at 5.59 µM; 320,000 compounds, 0.41% hits; AID 434962;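 active means percent inhibition above the average of all tested compounds plus 3 SD, set per screening campaign, cut at about 16% in these data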;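 further: IDE supplied by intact live HEK cells; FP after avidin binding of uncleaved biotin substrate so inhibition keeps polarization high; 0% = DMSO wells and 100% = 60 µM reference IDE inhibitor Ii1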
Target sequence (P14735 whole entry, looked up): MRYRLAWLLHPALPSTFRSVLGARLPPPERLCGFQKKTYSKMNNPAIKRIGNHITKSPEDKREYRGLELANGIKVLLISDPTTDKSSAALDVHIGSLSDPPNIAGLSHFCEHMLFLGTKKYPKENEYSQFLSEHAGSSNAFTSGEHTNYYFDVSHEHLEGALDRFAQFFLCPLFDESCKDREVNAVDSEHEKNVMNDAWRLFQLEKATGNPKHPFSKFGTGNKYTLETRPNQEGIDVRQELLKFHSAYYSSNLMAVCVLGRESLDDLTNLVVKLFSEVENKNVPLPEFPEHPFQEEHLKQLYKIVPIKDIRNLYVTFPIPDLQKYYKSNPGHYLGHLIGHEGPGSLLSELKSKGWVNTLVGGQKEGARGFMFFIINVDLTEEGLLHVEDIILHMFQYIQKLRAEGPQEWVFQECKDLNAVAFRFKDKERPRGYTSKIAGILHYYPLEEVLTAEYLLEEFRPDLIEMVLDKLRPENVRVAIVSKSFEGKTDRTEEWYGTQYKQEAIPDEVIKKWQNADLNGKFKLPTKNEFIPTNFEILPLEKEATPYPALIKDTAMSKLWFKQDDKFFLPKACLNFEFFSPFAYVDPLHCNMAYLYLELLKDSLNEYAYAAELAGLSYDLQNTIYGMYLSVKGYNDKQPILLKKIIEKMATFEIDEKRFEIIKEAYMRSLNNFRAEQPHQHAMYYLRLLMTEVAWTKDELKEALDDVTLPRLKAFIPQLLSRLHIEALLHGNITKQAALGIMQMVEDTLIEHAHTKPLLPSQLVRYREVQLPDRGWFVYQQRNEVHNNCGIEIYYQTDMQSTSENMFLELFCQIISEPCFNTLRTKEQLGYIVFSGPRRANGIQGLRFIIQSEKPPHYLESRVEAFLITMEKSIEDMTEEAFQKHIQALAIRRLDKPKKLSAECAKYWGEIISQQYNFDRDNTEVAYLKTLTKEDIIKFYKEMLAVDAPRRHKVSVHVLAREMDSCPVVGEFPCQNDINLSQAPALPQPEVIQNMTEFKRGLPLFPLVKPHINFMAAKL
CRFBP-R2 agonist – CRF-BP/CRF-R2 complex agonism | AID 588473 | activation, % at 13.2 µM | HEK293 CRF-R2/CRF-BP, calcium dye fluorescence (FLIPR); percent of saturating CRF peptide response | 350,000 compounds, 0.46% hits;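 active means activation of at least 50%, plus an integration ratio under a set limit after plate pattern correction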;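 further: plate controls were neutral control wells without compound for no effect and CRF at EC100 for full effect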
CHRM4 PAM – potentiates acetylcholine response at human M4 receptor | 360,000 compounds, 0.4% hits | activation, % at 3 µM | AID 624126 | CHO-K1 hM4/Gqi5, Fluo-8 calcium fluorescence, ACh EC20; 0% = ACh EC20, 100% = maximal ACh;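 active means activation above its plate's cutoff, the mean activation of sample wells plus 3 SD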; further: some results filed as inactive read as strong as hits
p-CIP stab down – p/CIP protein destabilization | 290,000 compounds, 0.01% hits | decrease of EGFP signal, % at 10 µM | F442A p/CIP-EGFP cells, EGFP fluorescence, 16 h | Q05BA5;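 active means EGFP signal decrease of at least 30% at 10 µM or well 3 SD below plate mean, unless failing retest; inactive means the rest, including hits failing retest or dose response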; further: some compounds called inactive have numbers as strong as hits; many of its hits are not listed in these tables
IDE act – boosts human insulin-degrading enzyme activity in HEK cells; P14735; FAbeta-B cleavage, fluorescence polarization; 0% vehicle, 100% cell-free pure enzyme wells; activation, % at 5.96 µM; 340,000 compounds, 0.073% hits;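 active means activation above the mean of all tested compounds plus 3 SD, set per screening campaign, cut at about 17% in these data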
PHOSPHO1 inh – inhibitors of human PHOSPHO1 phosphatase | recombinant PHOSPHO1, absorbance phosphatase assay | Q8TCT1 | AID 1565 | 290,000 compounds, 1.1% hits | inhibition, % at 13.3 µM; in the data active means inhibition above about 60%
CRFBP-R2 block – antagonists of CRF-binding protein/CRF-R2 receptor complex | inhibition, % at 11.8 µM | 350,000 compounds, 0.59% hits | HEK293 CRF-R2/CRF-BP, CRF-induced calcium fluorescence;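 active means inhibition of the ligand-induced calcium signal above about 50% at the single tested concentration, limit read from the data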
GalR3 antag – antagonists of human GalR3. HEK293 GalR3-CNG cAMP membrane potential fluorescence; galR3 body fused to GalR1 C-terminus. 360,000 compounds, 0.44% hits. O60755. inhibition, % at 3 µM;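 active means inhibition above the screen-wide average plus 3 SD, cut at about 13% in these data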;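 further: forskolin and galanin both at EC90 stimulate the cells; cAMP rise reported by CNG channel membrane potential dye signal; 0% = forskolin plus galanin with DMSO and 100% = forskolin alone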
MEKK3 PB1 HTS – modulators (inhibitors or enhancers) of MEK5 binding to human MEKK3 PB1 domain; Q99759; 290,000 compounds, 1.4% hits; AID 1529; binding response (% of control), % at 10 µM; bead-based flow cytometry, Alexa488-MEK5 binding to MEKK3; actives lie on both sides; 0 = blocked by unlabeled MEK5, 100 = vehicle;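 active means binding response more than 3 SD above or below the average of its plate-row segment, actives on both sides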;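 further: Alexa488 bead fluorescence after subtracting the streptavidin-only scavenger bead signal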
Numbers without * were called inactive; . = no result given; [ ] = remark or other dose.

1) Cc1cc(C(=O)N/N=C/c2ccncc2)c(C)o1
2) Cc1c(NC(=O)CSc2ccc3c(c2)OCCO3)c(=O)n(-c2ccccc2)n1C
3) O=C(COC(=O)c1ccc2[nH]c3c(c2c1)CCCC3)Nc1ccc(Cl)cc1Cl
4) CCN(CCCNC(=O)CN(C)S(=O)(=O)c1cccc2nsnc12)c1cccc(C)c1
5) O=C(Nc1cccc2nsnc12)c1cccnc1Cl
6) CN(Cc1nc(Cc2cccc(F)c2)no1)CC1CCOCC1
7) CCC(=O)Nc1cccc(C(=O)N(Cc2ccccc2)Cc2ccccc2)c1
8) Cc1cccc(CSCCNC(=O)CN2C(=O)c3ccccc3S2(=O)=O)c1
Screen / compound no.	1	2	3	4	5	6	7	8
IDE inh	-2	3	1	7	-1	-2	.	5
CRFBP-R2 agonist	-1.0	2.2	0.6	0.4	-0.8	-6.1	-0.5	0.8
CHRM4 PAM	-4	4	-1	-8	6	9	-6	-4
p-CIP stab down	12	3	-5	-7	-1	-8	-4	11
IDE act	1	-3	6	-6	1	-3	5	0
PHOSPHO1 inh	8	7	1	24	-3	28	36	-12
CRFBP-R2 block	-16	4	-27	1	18	23	-8	-3
GalR3 antag	-6	-4	-7	-4	-4	0	2	-7
MEKK3 PB1 HTS	102	99	100	107	98	.	99	98

9) C/C(=N/NC(=O)c1ccc(NC(=O)c2ccc(F)cc2)cc1)c1ccccc1
10) O=C(CCC(=O)OCCCC(F)(F)C(F)(F)F)Nc1ccc(Cl)cc1Cl
11) CCOc1ccc2[nH]c(=O)c(CN(Cc3ccc(F)cc3)C(=O)N3CCCC3)cc2c1
12) Cc1ccc(-n2c([S-])c(C(=O)NC(C)c3ccccc3)[n+]3ccccc23)cc1 (configuration not stated)
13) CCOC(=O)c1sc(-c2cccc([N+](=O)[O-])c2)cc1N
14) CCSC1=N/C(=C\c2ccc(C(=O)O)cc2)C(=O)S1
15) CC1=Nc2ccccc2/C1=C\c1nc(-c2ccc(F)cc2)oc1O
16) COC(=O)c1ccccc1S(=O)c1snnc1C (configuration not stated)
Screen / compound no.	9	10	11	12	13	14	15	16
IDE inh	2	0	-1	1	4	-4	5	-3
CRFBP-R2 agonist	1.1	-0.8	-0.1	0.3	-1.3	-0.8	36	-2.1
CHRM4 PAM	-5	5	23	2	-7	1	7	7
p-CIP stab down	-18	12	-2	6	7	-2	-20	-5
IDE act	-6	4	1	4	-3	4	-1	-4
PHOSPHO1 inh	-99	9	9	12	32	9	11	-10
CRFBP-R2 block	5	5	-1	-3	-7	3	-70	-5
GalR3 antag	0	-4	1	1	-5	-4	-5	7
MEKK3 PB1 HTS	98	81	95	117	92	106	9.0*[inhibitor]	97

17) CN(Cc1ccccc1)C(=O)c1ccc(S(=O)(=O)N(C)c2ccccc2)cc1
18) Cc1ccccc1CN1CCN(C(=O)c2cc(-c3ccncc3)nc3ccccc23)CC1
19) O=C(COc1cccc(-n2cnnn2)c1)Nc1ccccc1
20) CC(=O)Nc1ccc(NC(=O)CSCc2ccccc2Cl)cc1
21) O=C(CSc1ncnc2scc(-c3ccc(Cl)cc3)c12)NCc1ccc2c(c1)OCO2
22) Fc1cccc(NCc2ccoc2)c1
23) CC1(C)SC2c3ccccc3C(=O)N2[C@@H]1C(=O)NC1CCCC1 (some centres not stated)
24) O=C(CNS(=O)(=O)c1ccc(Br)cc1)OCc1cc(=O)n2cc(Br)ccc2n1
Screen / compound no.	17	18	19	20	21	22	23	24
IDE inh	-5	7	4	5	.	2	7	-1
CRFBP-R2 agonist	0.1	-2.4	-3.3	-0.9	-1.5	1.5	-1.8	.
CHRM4 PAM	-1	-11	-11	-3	17	4	-4	.
p-CIP stab down	.	5	11	.	-2	-8	-8	5
IDE act	2	2	2	3	-2	4	-1	.
PHOSPHO1 inh	.	15	-16	.	7	-33	18	-14
CRFBP-R2 block	0	-13	20	0	19	0	0	.
GalR3 antag	-7	-1	5	-1	5	1	2	-3
MEKK3 PB1 HTS	.	101	105	.	107	83	100	94

Brought forward from above: two compounds, then new ones.
23) CC1(C)SC2c3ccccc3C(=O)N2[C@@H]1C(=O)NC1CCCC1 (some centres not stated)
24) O=C(CNS(=O)(=O)c1ccc(Br)cc1)OCc1cc(=O)n2cc(Br)ccc2n1
25) O=C(NCCCc1ccccc1)c1cccs1
26) Cn1c(-c2ccccc2)cc2c3no[n+]([O-])c3ccc21
27) C=CCc1cccc(/C=N/NC(=O)C(=O)Nc2ccc(C)cc2)c1O
28) O=C(c1ccc(Cl)cc1)N1CCC2CC1c1cc(-c3ccccc3)ccc12 (configuration not stated)
29) Cc1cc(C)c(S(=O)(=O)/N=C2/C=C(Sc3ncn[nH]3)C(=O)c3ccccc32)cc1C
30) CCC(C)[C@H](NC(=O)NC1CC1)C(=O)O (some centres not stated)
31) CN1CCN(c2nc3ccccn3c(=O)c2/C=C(\C#N)S(=O)(=O)c2ccccc2)CC1
32) COc1ccc(NC(=O)CSc2nc(N)c3cc4c(nc3n2)CC(C)(C)OC4)cc1
Screen / compound no.	23	24	25	26	27	28	29	30	31	32
IDE inh	7	-1	1	3	4	.	9	-4	2	3
CRFBP-R2 agonist	-1.8	.	-2.2	2.8	-1.2	-1.4	0.3	-0.1	0.7	0.5
CHRM4 PAM	-4	.	5	12	-6	-4	-2	2	19	0
p-CIP stab down	-8	5	-1	-1	-8	.	-21	8	3	-2
IDE act	-1	.	7	2	.	-3	-25	9	-4	-2
PHOSPHO1 inh	18	-14	36	22	2	.	69*	3	29	32
CRFBP-R2 block	0	.	14	-23	10	-23	-49	4	-32	2
GalR3 antag	2	-3	-6	-3	-4	-8	-7	4	1	4
MEKK3 PB1 HTS	100	94	87	100	103	.	99	101	105	86

33) C/C(=N\NC(=O)c1nnn(-c2nonc2N)c1CN1CCC(C)CC1)c1ccc(Br)cc1
34) Cc1ccc(CC(=O)Nc2ccc(OC(F)F)c(Cl)c2)cc1C
35) COC(=O)CC1C(=O)NCCN1C(=O)CSc1nc2ccccc2s1 (configuration not stated)
36) COc1cccc(N2CCN(C(=O)NC3CCCCC3)CC2)c1
37) O=C(O)c1ccc(Nc2nc(-c3ccccc3)nc3ccccc23)cc1
38) CC(=O)c1cnn(-c2cc(Oc3ccc(F)cc3)ncn2)c1C
39) CSCCC(NC(=O)c1ccco1)C(=O)NNC(=O)c1n[nH]c(=O)c2ccccc12 (configuration not stated)
40) Cc1ccc(S(=O)(=O)N2CCC(C(=O)NCCC3=CCCCC3)CC2)cc1C
Screen / compound no.	33	34	35	36	37	38	39	40
IDE inh	.	8	-2	6	0	1	0	1
CRFBP-R2 agonist	-1.5	0.8	-2.2	-1.9	0.1	1.8	0.9	0.8
CHRM4 PAM	1	0	1	19	-2	1	5	8
p-CIP stab down	.	3	-10	0	-13	-3	.	.
IDE act	.	6	-1	3	-2	0	5	3
PHOSPHO1 inh	.	-11	-16	14	31	8	.	.
CRFBP-R2 block	-5	-6	-2	4	13	-7	-8	1
GalR3 antag	-10	-7	-1	-6	-8	-8	-1	-5
MEKK3 PB1 HTS	.	102	102	104	104	100	.	.

41) CN1CCN(C(=O)c2ccc(CSc3ccc(Cl)cc3)cc2)CC1
42) CNC(=O)NC(=O)C(c1ccccc1)N(C)CC1COc2ccccc2O1 (configuration not stated)
43) CCOC(=O)c1ccc(N2C(=O)CC(C)(CC)CC2=O)cc1
44) Cc1cc(C)c2sc(N(CCN(C)C)C(=O)c3cc(Cl)sc3Cl)nc2c1
45) Cc1ccc(S(=O)(=O)N(C)C)cc1NC(=O)CN1C(=O)NC(Cc2ccccc2)C1=O (configuration not stated)
46) CCCN1C(=O)/C(=N\OCC(=O)Nc2ccc(C(C)C)cc2)c2ccccc21
47) Brc1ccc(C2=Nc3cccc4cccc(c34)N2)o1
48) Cc1c(-c2ccccc2)oc2c(C(=O)OCC(=O)Nc3ccc(F)cc3)cccc2c1=O
Screen / compound no.	41	42	43	44	45	46	47	48
IDE inh	16	-2	-1	7	2	-1	3	-4
CRFBP-R2 agonist	-0.7	-1.1	3.4	2.2	-0.8	0.3	-1.4	0.1
CHRM4 PAM	2	-4	-6	22	2	-5	1	-6
p-CIP stab down	1	-9	3	-11	.	12	-10	9
IDE act	-7	2	-4	2	3	6	9	4
PHOSPHO1 inh	-1	-5	48	-17	.	0	-2	21
CRFBP-R2 block	6	-8	-13	-21	8	11	-3	4
GalR3 antag	0	-10	3	-7	-3	-1	2	0
MEKK3 PB1 HTS	92	106	110	108	.	105	142*	100

49) Cc1ccc(CSc2nnc(-c3ccncc3)o2)c(C)c1
50) CC1(C)Cc2c(C#N)c(SCCOc3ccccc3)nc(N3CCOCC3)c2CO1
51) CN(C)S(=O)(=O)c1ccc(C(=O)NCCOc2ccc(F)cc2)cc1
52) Cc1ccc(Nc2cc(C)nc(-c3ccccc3)n2)cc1
53) Nn1c(C2CCCCC2)nc2ccccc2c1=O
54) CCN1C(=O)[C@H]2[C@@H](c3ccc(C(F)(F)F)cc3)N[C@]3(CCCN(Cc4cccn4C)C3=O)[C@H]2C1=O
55) COCC(=O)Nc1nc2n(n1)C(c1ccccc1Cl)CC(c1ccc(OC)cc1)N2 (configuration not stated)
56) CCn1c(CNC(=O)c2ccccc2OC)nnc1SCC(=O)c1ccc(F)cc1
Screen / compound no.	49	50	51	52	53	54	55	56
IDE inh	-2	4	3	4	4	.	2	-1
CRFBP-R2 agonist	-0.9	0.2	-4.6	2.3	0.8	-0.1	8.2	-0.3
CHRM4 PAM	-7	-2	3	-3	22	-1	0	-1
p-CIP stab down	12	-8	-22	7	-11	.	-5	-11
IDE act	1	-2	-8	1	-5	.	2	4
PHOSPHO1 inh	-5	17	7	31	35	.	-8	31
CRFBP-R2 block	17	1	-27	-8	-1	14	7	3
GalR3 antag	3	-1	1	-14	-1	-6	-6	-6
MEKK3 PB1 HTS	102	99	102	99	118	.	100	104

57) Nc1cccc(-c2nc3cc(S(=O)(=O)c4ccc5oc(-c6cccc(N)c6)nc5c4)ccc3o2)c1
58) CCOC(=O)CN1C(=O)C(O)=C(C(C)=O)C1c1ccc([N+](=O)[O-])cc1 (configuration not stated)
59) Cc1cc([N+](=O)[O-])ccc1Nc1nc2ccccc2n2cnnc12
60) CCc1nnc(NS(=O)(=O)c2ccc(NC(=O)c3ccc(S(=O)(=O)N(CC)CC)cc3)cc2)s1
61) COc1ccc(Sc2nc(-c3ccccc3)ncc2OC)cc1
62) CC1(C)Cc2c(cnn2-c2ccc(F)cc2)C(NC(=O)Cn2cncn2)C1 (configuration not stated)
Screen / compound no.	57	58	59	60	61	62
IDE inh	-5	-2	5	2	-2	9
CRFBP-R2 agonist	1.5	1.7	-2.0	0.5	12	0.1
CHRM4 PAM	0	1	4	-4	-4	3
p-CIP stab down	-6	-1	-10	6	-7	-16
IDE act	8	0	2	-1	-1	2
PHOSPHO1 inh	-12	4	20	42	20	26
CRFBP-R2 block	-3	-12	-32	-10	-39	5
GalR3 antag	-3	-3	-7	-3	-3	-1
MEKK3 PB1 HTS	69*[inhibitor]	97	109	103	103	104

Whole records, looked up by structure:
Listed for `CCC(C)[C@H](NC(=O)NC1CC1)C(=O)O` (some centres not stated) = IDE inh: -4; CRFBP-R2 agonist: -0.1; CHRM4 PAM: 2; p-CIP stab down: 8; IDE act: 9; PHOSPHO1 inh: 3; CRFBP-R2 block: 4; GalR3 antag: 4; MEKK3 PB1 HTS: 101
Listed for `COc1ccc(Sc2nc(-c3ccccc3)ncc2OC)cc1` = IDE inh: -2; CRFBP-R2 agonist: 12; CHRM4 PAM: -4; p-CIP stab down: -7; IDE act: -1; PHOSPHO1 inh: 20; CRFBP-R2 block: -39; GalR3 antag: -3; MEKK3 PB1 HTS: 103
